# HEK293 viab: counter-screen for SNCA expression inhibitors: cell viability | 150,000 compounds, 0.12% hits | Potency, µM (highest dose often 57.1 µM), for the others: at the highest dose activity change, negative = cytotoxicity, usual class: cytotoxic | HEK-293-SNCA-luc viability, GF-AFC fluorescence, 24 h;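 also: potency is read from the fitted curve at half-maximal effect; 0% = DMSO-treated cells and -100% = medium-only wells without cells; nearly all actives have a fitted effect of over 30% in size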
#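 HEK-293-SNCA-luc cells (1500/well) plated 24 h, then exposed 24 h to a dilution series; GF-AFC added 30 min at 37C, fluorescence 405/540 nm; normalised to medium-only and DMSO wells, Hill fit.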
# IP6K1 inh: inhibitors of human IP6K1. Q92551. IP6K1 kinase, ADP-Glo luminescence, 2 h; active compounds read low. activity change, % (series mostly up to about 58 µM). 140,000 compounds, 0.81% hits; in the data active = activity change below about -25%
#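 ADP-Glo luminescence measures ADP made by human IP6K1 during a 2 h RT reaction with ATP/IP6 (mix at 1.3 mM/130 uM); top library doses 57.5 and 19.1 uM final.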
# Luciferase inh: blocks purified firefly luciferase enzyme activity. P08659. purified P. pyralis luciferase, luminescence, biochemical. AID 1347043. Potency, µM (titrated, usually from 115 µM), without a hit: top-dose activity change, negative = inhibition, most hits filed as inhibitors. 76,000 compounds, 2.5% hits; also: potency is read from the fitted curve at half-maximal effect; nearly all actives have a fitted effect of over 65% in size
# Target sequence (P08659 whole entry, looked up): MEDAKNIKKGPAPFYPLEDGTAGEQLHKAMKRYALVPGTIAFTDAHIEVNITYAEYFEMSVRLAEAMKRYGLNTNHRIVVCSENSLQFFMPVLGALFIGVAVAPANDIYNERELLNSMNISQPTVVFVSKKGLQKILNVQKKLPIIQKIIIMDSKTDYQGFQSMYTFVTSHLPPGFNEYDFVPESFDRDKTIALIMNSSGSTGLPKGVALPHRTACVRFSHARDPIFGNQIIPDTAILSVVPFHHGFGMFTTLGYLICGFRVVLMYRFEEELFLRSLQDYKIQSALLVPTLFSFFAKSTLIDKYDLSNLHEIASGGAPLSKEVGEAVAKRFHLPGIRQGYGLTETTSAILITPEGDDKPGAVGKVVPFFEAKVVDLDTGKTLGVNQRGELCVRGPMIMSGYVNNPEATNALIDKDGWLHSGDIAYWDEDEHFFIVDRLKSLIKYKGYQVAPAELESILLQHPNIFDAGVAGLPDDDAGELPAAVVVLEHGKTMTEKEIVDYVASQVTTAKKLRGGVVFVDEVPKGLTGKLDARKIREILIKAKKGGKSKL
#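 Luminescence read by CCD imaging after purified firefly luciferase (10nM final) was added to substrate buffer holding 10uM D-luciferin and 10uM ATP, pH 7.5, pre-dosed with compound.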
# 3T3 cytotox: kills NIH 3T3 cells; NIH 3T3 viability, CellTiter-Glo ATP luminescence, 48-72 h; Potency, µM (series often up to 96.7 µM), for the others: top-dose activity change, negative = cytotoxicity, most hits filed as inhibitors; 94,000 compounds, 4.3% hits; also: potency is read from the fitted curve at half-maximal effect; nearly all actives have a fitted effect of over 55% in size
#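 ATP-dependent luminescence (CellTiter-Glo) served as the viability signal for NIH 3T3 cells treated with compound for 48 or 72 hr at 37 °C.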
# HEK293 tox: HEK 293 cell cytotoxicity; HEK 293 viability, ATP luminescence (CellTiter-Glo), 48-72 h; Potency, µM (series often up to 115 µM), inactives show at the top dose activity change, negative = cytotoxicity, usual class: inhibitors; 94,000 compounds, 6.6% hits; AID 1345083; also: potency is read from the fitted curve at half-maximal effect; nearly all actives have a fitted effect of over 60% in size
#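 Luminescence from cellular ATP, measured with CellTiter-Glo, indicates HEK 293 viability. Cells plated at 250 cells/well are treated with compound for 48 or 72 hr at 37 degree Celsius before reagent addition.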
# GPT2 inh: blocks human glutamate pyruvate transaminase 2. Q8TD30. Recombinant GPT2, coupled pyruvate oxidase/HRP Amplex Red fluorescence. Potency, µM (top dose mostly 57.7 µM), for the others: top-dose activity change, negative = inhibition, most hits filed as inhibitors. 100,000 compounds, 0.25% hits; also: potency is read from the fitted curve at half-maximal effect; nearly all actives have a fitted effect of over 60% in size; many of its hits are not listed in these tables
# Target sequence (Q8TD30 whole entry, looked up): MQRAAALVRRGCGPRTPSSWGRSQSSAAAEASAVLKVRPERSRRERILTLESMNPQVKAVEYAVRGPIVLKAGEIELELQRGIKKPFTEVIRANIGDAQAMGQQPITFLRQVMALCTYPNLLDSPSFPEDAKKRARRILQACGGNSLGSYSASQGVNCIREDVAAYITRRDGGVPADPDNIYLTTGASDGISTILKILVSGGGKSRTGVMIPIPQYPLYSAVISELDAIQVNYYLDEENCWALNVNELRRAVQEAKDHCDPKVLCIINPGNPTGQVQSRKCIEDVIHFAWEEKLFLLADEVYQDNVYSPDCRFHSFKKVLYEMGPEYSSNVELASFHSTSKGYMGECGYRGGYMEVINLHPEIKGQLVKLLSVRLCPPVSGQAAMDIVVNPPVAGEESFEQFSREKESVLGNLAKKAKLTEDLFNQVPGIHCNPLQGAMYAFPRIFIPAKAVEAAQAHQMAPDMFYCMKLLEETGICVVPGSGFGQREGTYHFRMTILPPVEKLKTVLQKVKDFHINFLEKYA
#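 Inhibition is scored from Amplex Red fluorescence generated when pyruvate oxidase and HRP act on pyruvate released by GPT2. Reactions contain 10ng/uL enzyme, 250uM a-KG and 2mM L-alanine and run 30 min at room temperature.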
# SNCA expr inh: inhibitors of alpha-synuclein (SNCA) gene expression. HEK-293 SNCA-luciferase knock-in, luminescence, 24 h. Potency, µM (series often up to 57.2 µM), for the others: at the highest dose activity change, negative = inhibition, usual class: inhibitors. 140,000 compounds, 0.17% hits;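 also: potency is read from the fitted curve at half-maximal effect; plate controls were DMSO cells for no effect and cell-free wells for full effect; nearly all actives have a fitted effect of over 45% in size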
# An asterisk follows results filed as active; i = inactive; ? = inconclusive; / = no result given; [ ] = another dose, or the depositor's remark. Unless noted, calls follow the shape of the dose curve; as a rule, active = well fitted curve in the direction sought with a large enough effect; inconclusive = small, poorly fitted or top-dose-only effect, or another doubt; inactive = no such curve, though single readings can be large; an effect the other way counts as inactive or inconclusive. Unless noted, % is scaled to controls: 0 for no effect and ±100 for the full control effect. Some of the compounds tested (hit frequency here may not be typical).
structure | IP6K1 inh | HEK293 viab | GPT2 inh | HEK293 tox | SNCA expr inh | Luciferase inh | 3T3 cytotox
CN1CC(=O)N(C2CCCC2)Cc2c1ncnc2N1CCOCC1 | -10.7 | 2.6%[87.6 µM] | 0.1%[88.5 µM] | 2.7%[172 µM] | 3.3%[87.6 µM] | 6.1%[172 µM] | -4.8%[138 µM]
COc1cccc(-c2c(C(=O)NCc3cccs3)nc3sccn23)c1 | 2.6 | -6.3% | 0.3% | ? | -7.3% | / | ?
Cc1cc2ncc(C(=O)N3CCC(N4CCCC4)CC3)cn2n1 | 3.1 | 4.9%[87.6 µM] | 1.4%[88.5 µM] | 4.0%[172 µM] | 19.4%[87.6 µM] | / | i
CC(C)(C)OC(=O)N1CCC(c2c(C(=O)NCc3cccc(Cl)c3)cnn2-c2ccc(F)cc2)CC1 | -19.6 | ? | / | / | ? | / | /
CNc1nccc(N2CCC(CC(=O)N3CCN(CCC#N)CC3)CC2)n1 | 14.2 | 0.6% | 1.6% | ? | -1.3% | 11.4% | -6.1%
COc1cccc(CCC(=O)N2CC3CC(C2)[C@H]2CCCC(=O)N2C3)c1 (stereo not given in full) | 23.0 | 2.5% | 0.4% | 2.7% | 3.3% | -5.7% | 1.9%
Cc1ccc(OCC(=O)N2C[C@@H](Oc3ccccc3)C[C@@H]2C(=O)N2CCOCC2)cc1 | 13.0 | -2.3% | 0.6% | -4.7% | -26.5% | -6.1% | -11.7%
CCc1nc2c(c(-c3ccc(O)cc3)n1)CN(C(=O)C(C)(C)C)CC2 | -0.3 | 2.9% | i | ? | -8.3% | / | ?
CCc1ccc(NC(=O)CN2C(=O)NC3(CCC(C)CC3)C2=O)cc1 (stereo not given) | 11.5 | -11.1% | i | ? | -28.8% | -6.4% | ?
COc1ccc(OC)c(C2CC(=O)N(c3cccc(C)c3)C3=C2C(=O)OC3)c1 (stereo not given) | -5.5 | -3.9% | / | / | ? | / | /
CCCNC(=O)CN1CCN(c2ncc(NC(=O)c3ccc(Cl)cc3)cc2C(=O)O)CC1 | -22.8 | -3.4% | / | / | 38.1%[activator] | / | /
Cc1cn2nc(C(=O)NCc3ccc(F)cc3F)cc2c(N(C)Cc2ccccc2)n1 | 0.2 | 7.9% | -9.7% | ? | -28.4% | 5.5% | 35.5µM*
CCN1Cc2nc(OC)c(CNC(=O)[C@H](O)C3CCCCC3)cc2C1=O | 6.4 | -9.1% | -3.1% | i | 9.5% | 5.1% | i
CCn1cc(C(=O)NCc2ccccc2)c(=O)c2cc(S(=O)(=O)N3CCCCC3)ccc21 | 5.3 | -2.5% | / | / | 0.9% | / | /
COc1ccccc1CN1CCc2nc(C(=O)Nc3ccc(Cl)cc3)oc2CC1 | 16.9 | ? | i | 28.2µM* | ? | -7.0%[172 µM] | 50.1µM*
CCOC(=O)C1CCCN(C(=O)c2ccc3nc(-c4cccc(C)n4)oc3c2)C1 (stereo not given) | 0.3 | 10.7% | 1.6% | -14.7% | 5.9% | / | -26.7%
O=C(O)[C@@H]1C[C@@H](C(=O)O)N1 | / | 5.3% | 1.2% | / | -11.4% | / | /
O=C(c1cc(F)ccc1Br)N1CCN(c2ccnc3ccnn23)CC1 | -3.1 | 1.0% | i | ? | 3.8% | / | -24.8%
COc1cccc(CCC(=O)NCc2nnc3cc(-c4nc(C5CC5)no4)ccn23)c1 | 10.4 | -2.7% | i | -7.9% | 6.4% | 7.6% | -5.8%
COc1ccc(OC2CN(C(=O)c3ccc(OC)cc3)C2)cc1 | -4.1 | 7.0% | i | -30.0% | -5.4% | / | -23.0%
Cc1ccc(Cn2nc3n(c2=O)-c2cc(Cl)ccc2OC3)cc1 | -2.2 | 2.6% | / | / | -14.2% | / | /
CCNC(=O)N1CCC(c2noc(COCCOC)n2)CC1 | 12.4 | 11.9% | -6.0% | 1.9% | 0.6% | 0.2% | -2.8%
COC(=O)c1c(-c2ccccc2)c(-c2ccccc2)nn(C)c1=O | 39.2 | ? | / | / | -11.1% | / | /
O=C(CC1CCCC1)N1CCC(c2noc(-c3cnccn3)n2)C1 (stereo not given) | 5.8 | 3.6% | -9.3% | -3.1% | 18.9% | 0.0% | -16.7%
CCN1CCN(c2oc(-c3ccc(COc4ccc(OC)cc4)o3)nc2C#N)CC1 | 8.4 | -13.3% | / | / | -24.5% | / | /
Cn1cnc2cc(-c3cccc(F)c3)cc(C(=O)NCc3cccnc3)c21 | -2.9 | -9.7%[87.6 µM] | ? | ? | 9.7%[87.6 µM] | -16.8%[172 µM] | ?
COc1ccc(NC(=O)c2ccc3c(c2)N(Cc2cccc(Cl)c2)C(=O)c2ccccc2S3(=O)=O)cc1Cl | -7.6 | 11.0% | / | / | ? | / | /
COc1ccc(CN2CC3(CCN(C(=O)c4cccs4)CC3)C2=O)cc1 | 27.3 | 4.2% | i | ? | -10.7% | -2.8% | -11.1%
Cc1cc(C(=O)NCCCOC(C)C)c2c(C3CCCN3)noc2n1 (stereo not given) | -0.4 | -2.9% | -11.2% | -6.5% | -5.7% | / | -15.4%
CCCCNc1nc(Oc2ccc(OCC(N)=O)nn2)nc(N2CCOCC2)n1 | 9.3 | 5.1% | / | / | 5.9% | / | /
COCc1ccc(C(=O)N2CC[C@@H](NC(=O)c3ccncc3)[C@H](O)C2)o1 | 6.0 | -0.1% | -9.9% | -1.0% | -9.3% | 2.3% | -5.4%
CC(CCCc1ccccc1)NC(=O)c1nn(-c2ccc(Cl)cc2)nc1CO (stereo not given) | 28.8 | 3.9% | / | / | -5.3% | / | /
Cc1ccc(C2Cn3nnc(-c4noc(COc5ccc(F)cc5)n4)c3CO2)cc1 (stereo not given) | 0.4 | 3.6% | -5.8% | 1.7% | -5.4% | -4.3% | -0.6%
Fc1ccc(-c2cc(-c3ccc(F)cc3)c3c(n2)-c2cc(F)ccc2OC3)cc1 | -13.9 | 7.5% | / | / | ? | / | /
O=C(NCc1ccc(Cl)cc1)C1CCN(S(=O)(=O)c2ccc3c(c2)CCCN3C(=O)C2CCC2)CC1 | 19.6 | -20.2% | / | / | -4.1% | / | /
COc1ccc(C(=O)NCCSc2c[nH]c3ccccc23)cc1OC | -1.4 | 9.4% | / | / | -10.2% | / | /
CN(C)CCCOCC1(C)COc2ccc(C(=O)Nc3ccccc3)cc2N1 (stereo not given) | -5.8 | -1.0%[87.6 µM] | ? | ? | 125.1%[activator][87.6 µM] | ? | ?
Cn1ncc2c(C(=O)NCc3ccc(F)c(F)c3)cc(C(C)(C)C)nc21 | 2.9 | -4.7%[12.5 µM] | i | 56.2µM* | ? | / | ?
CN1CCC(N2CCN(S(=O)(=O)c3ccccc3F)CC2)C1=O (stereo not given) | 15.5 | -0.6% | i | i | ? | 0.5% | -2.2%
C=CCNC(=O)N[C@H]1C[C@@H](C(=O)N[C@H](Cc2c[nH]c3ccccc23)C(N)=O)N(C(=O)C=C(C)C)C1 | -6.1 | -1.9% | -1.7% | 0.0% | 18.6% | -0.4% | -1.2%
COc1ccc(NC(C)=O)cc1NC(=O)CN1CCN(c2ccc(F)cc2)CC1 | 14.8 | -7.0% | / | / | 33.7% | / | /
CCOc1ccccc1NC(=O)CN1C(=O)C(=O)c2ccccc21 | -5.7 | 10.0% | / | / | 0.9% | / | /
COCC(=O)N[C@H]1CC[C@]2(C)CCC([C@H](C)C(=O)NCc3ccc4c(c3)OCO4)[C@H](O)[C@H]2[C@@H]1C (stereo not given in full) | 15.8 | 3.5% | -6.5% | -23.7% | -29.5% | 11.6% | -4.1%
CCCN(CCC)c1cc(C)nc2nc(-c3ccc(Cl)cc3)nn12 | -7.4 | 10.7% | / | / | -13.4% | / | /
COc1ccc(CN2CC(C(=O)NCc3ccncc3)C3(CCOCC3)C2)cc1 (stereo not given) | 6.4 | 5.2% | -13.3% | -0.9% | 2.4% | -3.4% | -4.6%
Cc1ccc(C(=O)N2CCCC(c3nc(-c4cccnc4)no3)CCNC(=O)CC2)s1 (stereo not given) | 11.1 | 2.4% | i | -18.6% | 8.1% | -8.5% | -10.0%
CN1C(=O)CCC2(CNC(=O)Nc3ccc4c(c3)OCCO4)CCCC=C12 (stereo not given) | 6.5 | 4.0% | 5.0% | i | 80.8%[activator] | ? | -22.1%
CCCN(CCC)C(=O)C1CCCN(S(=O)(=O)c2ccc3c(c2)oc(=O)n3C)C1 (stereo not given) | -5.2 | 2.8% | / | / | 1.0% | / | /
Cc1ccc([S+](=O)([O-])N2CCC(C(=O)N3CCC(c4nc5ncccc5[nH]4)CC3)C2)cc1 (stereo not given) | -8.0 | 0.6% | i | -5.7% | ? | / | 0.6%
Cc1cc(OC(C)C(=O)Nc2cccc(-c3nc4ccccc4o3)c2)cc(C)c1Cl (stereo not given) | 10.8 | 3.0% | / | / | 54.1%[activator] | / | /

# Additional entries.
structure | IP6K1 inh | HEK293 viab | GPT2 inh | HEK293 tox | SNCA expr inh | Luciferase inh | 3T3 cytotox
Cc1cccc(CN2CCCCCNC(=O)CC2c2ccccc2)c1 (stereo not given) | 13.4 | -6.5% | -13.6% | ? | -7.5% | 8.1% | 39.8µM*
Cc1ccccc1C(CC(=O)NCc1cccnc1)c1ccccc1 (stereo not given) | 1.3 | 1.8% | i | ? | -15.7% | -7.6% | -17.1%
O=C(Nc1ccncc1)c1ccnc(-c2nnc3ccc(N4CCOCC4)nn23)c1 | -11.6 | -10.3%[87.6 µM] | ? | -5.8%[172 µM] | -15.1%[87.6 µM] | 1.9%[172 µM] | 89.1µM*
Cc1ccc(S(=O)(=O)c2[nH]c(-c3ccccc3)nc2SCC(=O)O)cc1 | -25.6* | -0.6% | / | / | -28.8% | / | /
Cc1ccc(S(=O)(=O)c2c(Nc3cc(C)ccc3C)sc(C(=O)c3ccc4c(c3)OCO4)c2N)cc1 | 3.5 | 4.4% | / | / | 10.1% | / | /
CNc1ncc(CN(C)C(=O)CCc2cc3n(n2)CCCNC3)cn1 | 12.8 | 2.2% | -1.3% | 0.4% | ? | 2.4% | 0.0%
COc1ccc([C@@H](NC(=O)c2ccc3ncsc3c2)C2CC(O)C2)cn1 (stereo not given in full) | 25.0 | -3.3% | i | i | 4.5% | -7.1% | -3.5%
CCc1ccc(-c2nc3cc(NC(=O)c4ccc(C)c(C)c4)ccc3o2)cc1 | 21.9 | 6.0% | / | / | 43.0% | / | /

# 4 records picked at random from those above, as already listed:
structure | IP6K1 inh | HEK293 viab | GPT2 inh | HEK293 tox | SNCA expr inh | Luciferase inh | 3T3 cytotox
COc1ccc(NC(=O)c2ccc3c(c2)N(Cc2cccc(Cl)c2)C(=O)c2ccccc2S3(=O)=O)cc1Cl | -7.6 | 11.0% | / | / | ? | / | /
Cn1ncc2c(C(=O)NCc3ccc(F)c(F)c3)cc(C(C)(C)C)nc21 | 2.9 | -4.7%[12.5 µM] | i | 56.2µM* | ? | / | ?
CCN1Cc2nc(OC)c(CNC(=O)[C@H](O)C3CCCCC3)cc2C1=O | 6.4 | -9.1% | -3.1% | i | 9.5% | 5.1% | i
COCC(=O)N[C@H]1CC[C@]2(C)CCC([C@H](C)C(=O)NCc3ccc4c(c3)OCO4)[C@H](O)[C@H]2[C@@H]1C (stereo not given in full) | 15.8 | 3.5% | -6.5% | -23.7% | -29.5% | 11.6% | -4.1%
